Screening results from PubChem BioAssay.
IMPase cell inh – qHTS Assay for Identifying the Cell-Membrane Permeable IMPase Inhibitors. CHO-M1 cells, IP1 accumulation, HTRF TR-FRET ratio. 120,000 tested, under 10 active. inhibition (IP1 accumulation), % at 46.1 µM. AID 901, 2007; active = well fitted curve in the direction sought with a large enough effect in the signal ratio, not every such curve was filed as active; inconclusive = small, poorly fitted or top-dose-only effect, or a change in a side signal; inactive = no such curve, though single readings can be large or run the other way; the % refers to the signal ratio;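 note: cells stimulated with carbachol in lithium chloride buffer; plate controls were DMSO basal wells for no effect and reference inhibitor wells for full effect; higher means more IMPase inhibition seen as more IP1 and lower FRET ratio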
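CHO-M1, 2000 cells/well, cultured 16–30 h; cpd up to 46 uM; carbachol (50 uM solution, stimulation buffer w/ 50 mM LiCl, pH 7.4), 30 min 37C; IP-One TR-FRET, 10 min RT; Ex 320/Em 665, 620; Hill-fit AC50.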
ALOX15B inhib – qHTS Assay for Inhibitors of 15-hLO-2 (15-human lipoxygenase 2); Polyunsaturated fatty acid lipoxygenase ALOX15B (Homo sapiens), O15296; purified 15hLO-2, xylenol orange hydroperoxide absorbance; Potency, µM (doses to about 57.1 µM), inactives show top-dose activity change, negative = inhibition, usual class: inhibitors; hit rate 0.56% among 110,000; AID 881, 2007; note: potency is the fitted concentration of half-maximal effect; nearly all actives have a fitted effect of over 60% in size; many of its hits are not listed in these tables
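Read-out: hydroperoxide product oxidises ferrous iron, measured as xylenol orange complex via the 573-to-405 nm absorbance ratio after 30 min. Reaction: 50 nM enzyme, 15 min compound preincubation, 45 uM arachidonic acid, 90 min RT, Hepes pH 7.5 with Triton X-100.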
PNC inhibitor – High Content Assay for Compounds that inhibit the Assembly of the Perinucleolar Compartment; PC3M PTB-GFP, PNC prevalence imaging, 16 h; active compounds read low; activity change (PNC), negative = inhibition, % at 10 µM; hit rate 3.1% among 140,000;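 active = readout at or below -70, meaning at least 70% loss of cells showing the perinucleolar compartment, a nuclear body marking cancer cells; inconclusive = readout between -30 and a set limit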;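 note: plate controls were DMSO wells for no effect and camptothecin positive control wells for full effect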
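Compounds are pinned in duplicate onto adhered PC3M cells stably expressing GFP-tagged PTB and incubated 16 h at 37 C. Cells are then fixed, nuclei stained with Hoechst, and PNC-positive cells counted.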
ALOX12 inhib – qHTS Assay for Inhibitors of 12-hLO (12-human lipoxygenase); Potency, µM (top dose mostly 57.1 µM), for inactives: top-dose activity change, negative = inhibition, usual class: inhibitors; purified 12-hLO, xylenol orange hydroperoxide absorbance; hit rate 0.12% among 150,000; note: potency is the fitted concentration of half-maximal effect; nearly all actives have a fitted effect of over 55% in size; many of its hits are not listed in these tables
Target sequence (P18054 whole entry, looked up): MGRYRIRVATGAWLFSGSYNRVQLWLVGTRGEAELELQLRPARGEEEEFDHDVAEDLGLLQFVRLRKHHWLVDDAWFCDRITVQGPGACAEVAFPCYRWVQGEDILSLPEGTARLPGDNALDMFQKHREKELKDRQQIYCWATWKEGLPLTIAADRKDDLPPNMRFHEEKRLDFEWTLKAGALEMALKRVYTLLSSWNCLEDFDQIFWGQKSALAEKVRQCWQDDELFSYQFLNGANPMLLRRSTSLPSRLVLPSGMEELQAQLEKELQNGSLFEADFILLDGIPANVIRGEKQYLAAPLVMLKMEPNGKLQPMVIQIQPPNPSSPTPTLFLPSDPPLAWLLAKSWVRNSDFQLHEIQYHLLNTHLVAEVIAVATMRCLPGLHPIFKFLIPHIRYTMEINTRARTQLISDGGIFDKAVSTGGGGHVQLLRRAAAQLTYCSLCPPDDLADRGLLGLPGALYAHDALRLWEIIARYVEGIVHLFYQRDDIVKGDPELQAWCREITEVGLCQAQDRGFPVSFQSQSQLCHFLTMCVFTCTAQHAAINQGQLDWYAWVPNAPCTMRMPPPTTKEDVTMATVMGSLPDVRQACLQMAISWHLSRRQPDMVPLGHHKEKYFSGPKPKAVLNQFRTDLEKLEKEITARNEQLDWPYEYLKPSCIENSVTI
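Hydroperoxide output read as Fe(III)-xylenol orange absorbance, 573-to-405 nm ratio, after 30 min reaction with 40 uM arachidonic acid. Enzyme: 150 nM purified human 12hLO, 15 min compound preincubation; 25 mM Hepes pH 7.0, room temperature.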
* marks the source's active call; other numbers are inactive results; u = inconclusive; x = no result given; & = joins results of further samples. Unless noted, calls come from the whole dose curve; as a rule, active = well fitted curve in the direction sought with a large enough effect; inconclusive = small, poorly fitted or top-dose-only effect, or another doubt; inactive = no such curve, though single readings can be large; an effect the other way counts as inactive or inconclusive. Unless noted, % is set by controls: 0 for no effect and ±100 for the full control effect.

SMILES	IMPase cell inh	ALOX15B inhib	PNC inhibitor	ALOX12 inhib
CC[C@@H]1C(=O)OC[C@@H]1Cc1cncn1C	12.1	0.2%	u	-2.5%&-3.9%
CCC1C(=O)OC[C@H]1Cc1cncn1C (stereo partly specified)	x	-2.4%	x	-4.4%

Not all compounds are listed, so the mix of outcomes need not match the whole.
